GPR151 ag = activators of human GPR151; Q8TDV0; PathHunter beta-arrestin GPR151 cells, luminescence; activation, % at 11.2 µM; 1% of 650,000 active; in the data active means activation above about 4.9%;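 further: 0% = median of compound wells and 100% = cells with positive control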
FBW7 activator = human FBW7 E3 ligase activation, primary screen. Q969H0. AlphaScreen FBW7–phospho-cyclin E peptide binding, activator screen. normalized activity (activation), % at 26.1 µM. 0.13% of 650,000 active. AID 1259310; in the data active means normalized activity above about 1.9%;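 further: purified mutant Fbw7 with reduced substrate affinity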
Target sequence (Q969H0 whole entry, looked up): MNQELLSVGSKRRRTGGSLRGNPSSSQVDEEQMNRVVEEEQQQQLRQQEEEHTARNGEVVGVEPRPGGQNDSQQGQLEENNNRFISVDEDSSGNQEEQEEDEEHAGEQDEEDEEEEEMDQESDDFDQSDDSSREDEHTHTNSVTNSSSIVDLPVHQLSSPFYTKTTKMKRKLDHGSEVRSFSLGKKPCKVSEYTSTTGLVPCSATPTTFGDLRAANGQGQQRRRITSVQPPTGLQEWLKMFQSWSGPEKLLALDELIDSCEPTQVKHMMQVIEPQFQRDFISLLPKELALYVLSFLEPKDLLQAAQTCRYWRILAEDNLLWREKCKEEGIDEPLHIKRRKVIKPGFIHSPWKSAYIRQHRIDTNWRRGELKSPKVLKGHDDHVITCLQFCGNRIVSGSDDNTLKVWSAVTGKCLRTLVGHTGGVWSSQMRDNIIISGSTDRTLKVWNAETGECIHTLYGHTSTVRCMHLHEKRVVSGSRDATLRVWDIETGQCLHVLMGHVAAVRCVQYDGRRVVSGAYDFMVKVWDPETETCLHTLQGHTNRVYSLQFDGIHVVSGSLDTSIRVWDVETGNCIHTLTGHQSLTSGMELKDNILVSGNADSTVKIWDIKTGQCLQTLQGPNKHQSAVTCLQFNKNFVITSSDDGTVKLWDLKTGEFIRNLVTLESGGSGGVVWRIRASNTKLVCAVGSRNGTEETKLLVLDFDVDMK
MITF inh = blocks human microphthalmia-associated transcription factor; 0.91% of 650,000 active; AID 1259374; O75030; inhibition, % at 2.6 µM; AlphaScreen MITF homodimerization, bead proximity signal; in the data active means inhibition above about 50%;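 further: 0% = vehicle wells with protein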
TEAD-YAP inh = TEAD-YAP interaction inhibition; HEK-TIYL cells, TEAD-Gal4/YAP UAS-luciferase luminescence; inhibition, % at 9.12 µM; 1.4% of 640,000 active; in the data active means inhibition above about 32%;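 further: 0% = median of test compound wells and 100% = reference inhibitor wells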
* hit, by the source's call.

SMILES	GPR151 ag	FBW7 activator	MITF inh	TEAD-YAP inh
CC(C)(C)OC(=O)NNC(=O)c1ccc(Cl)cc1	-0.8	-0.1	-1	-3
COc1ccc(-c2cnc3[nH]c(=O)n(C4CCCCC4)c3n2)c(OC)c1OC	-0.5	-0.5	-8	9
CNC(=O)c1ccc(-c2cccc(Cl)c2Cl)nc1N1CCOCC1	-0.5	-0.1	0	-7
OCCCNC(c1ccccc1)(c1ccccc1)c1ccccc1	0.5	0.0	10	7
C=CCn1c(SCCC(=O)NC2CCCCC2)nc2sc3c(c2c1=O)CCC3	-2.0	0.6	18	5
CN(C)c1ccc(C(=O)N/N=C/c2c(F)cccc2Cl)cc1	-0.7	0.0	10	-21
O=C(NCC1CCCO1)c1ccc2c(=O)n(-c3ccc(F)c(Cl)c3)c(=S)[nH]c2c1 (centres undefined)	2.1	-0.1	20	-4
COc1cc(/C=c2\sc3nc4cc(C)c(C)cc4n3c2=O)ccc1OCC(=O)O	0.2	0.0	7	0
O=C1C(=O)N(CCOCCO)C(c2ccccn2)/C1=C(\O)c1ccccc1 (centres undefined)	-0.2	-0.1	5	8
Cc1ccccc1OCC(=O)Nc1nnc(SCc2ccccc2F)s1	1.3	0.0	-14	6
COc1ccc(C(=O)NCC(=O)N/N=C(\C)c2cccc(N)c2)cc1OC	-0.5	-0.2	3	-8
Cc1ccc(C(=O)COC(=O)CCCC(=O)Nc2ccccc2Cl)cc1[N+](=O)[O-]	1.1	0.0	6	1
COc1ccccc1NC(=O)CC(C)=O	-0.3	-0.2	-10	-1
COc1ccc(C(=O)Nc2ccc(-c3nnc(-c4ccccc4)o3)cc2)cc1OC	0.7	0.2	7	-7
COc1ccc(S(=O)(=O)NCc2ccccn2)cc1I	-0.2	0.6	3	-13
O=C1N(Cc2cccnc2)CCN1c1ccc(F)c(Cl)c1	4.7	0.0	0	-13
O=C(Nc1cccnc1)c1ccccc1-c1nc(-c2ccc(Cl)cc2)no1	0.3	-0.1	5	6
CCC1SC2=NC(C)=C(C(=O)OC)C(c3cc(Br)ccc3OC)N2C1=O (centres undefined)	-0.6	0.1	17	2
CC(=O)Nc1ncc2c(n1)CC(c1ccccc1)CC2=O (centres undefined)	-1.0	0.0	2	-4
O=[N+]([O-])c1ccccc1CNC1CCCCC1	-0.3	0.0	-6	1
O=C(O)c1cccc(N2C(=O)C3C4c5ccccc5C(c5ccccc54)C3C2=O)c1 (centres undefined)	1.3	0.4	14	5
O=C(CN(C(=O)CCC(=O)Nc1ccccn1)C1CCCC1)NCCc1ccccc1	0.7	0.0	9	2
COc1ccc(OC)c(-c2cc(Cl)c3c(c2)CC(CNC(=O)[C@@H]2CCC(=O)N2)O3)c1 (some centres undefined)	0.5	0.0	1	3
COc1ccc(C(=O)NNC(=O)COc2ccc(Cl)cc2)cc1OC	-0.5	1.0	12	5
CC(=O)N(c1ccc2oc(=O)sc2c1)S(=O)(=O)c1ccc(Br)cc1	3.2	0.0	8	27
Cc1nn(C)c(C)c1-c1ncc(C(=O)NCCCN2CCCC2=O)s1	-1.2	-0.1	1	-4
CC1=CC2=NC(=O)/C(=C\c3ccc(OCc4ccc(Cl)cc4)cc3)C(=N)N2O1	0.9	0.7	3	-21
CC(CN1CCC(n2nccc2NC(=O)Nc2cccc(F)c2)CC1)c1ccccc1 (centres undefined)	-2.3	0.2	7	3
CCOC(=O)c1cnc(-c2ccccc2)nc1N	-1.1	1.0	17	-60
N#Cc1c(-c2ccccc2)cc(-c2ccccc2)nc1SCCS(=O)(=O)c1nc2ccccc2s1	0.0	0.0	-14	4
CN1CCC(N(C)Cc2ccc(-c3ccccc3[N+](=O)[O-])o2)CC1	1.8	-0.1	-8	-16
Cc1cc(OC/C(O)=C(\C#N)C(=O)NCc2ccccc2)ccc1Cl	-0.4	-0.1	-9	0
C[C@H]1NC(=O)[C@H]2CN(C(=O)c3cc(F)c(F)cc3F)CCN2C1=O	-0.5	0.0	14	8
CCCCNC(=O)c1ccccc1NC(=O)c1ccc(Br)cc1	0.5	0.1	-6	-4
CCCC1=C(C(=O)OCC)C(c2cc([N+](=O)[O-])ccc2OCC)NC(=S)N1 (centres undefined)	-2.7	0.0	13	11
CCOc1cc(C2C(C(=O)OCCOC)=C(C)NC3=C2C(=O)CC(C)(C)C3)ccc1OC(C)=O (centres undefined)	0.6	0.1	13	6
NC(=O)COC(=O)/C=C/c1ccc(Cl)cc1	5.6*	0.0	3	3
CCOC(=O)CC1=C(C(=O)OCC)C(c2ccncc2)C(C#N)=C(N)O1 (centres undefined)	-0.2	0.6	16	-1
CCNC(=O)C1Cc2ccccc2N1C(=O)Cc1cccc2ccccc12 (centres undefined)	0.0	0.1	9	4
Cc1ccc([N+](=O)[O-])cc1N/N=C/c1cc([N+](=O)[O-])ccc1O	0.9	0.1	-2	4

16 structures from above, arranged by molar mass, ascending.
SMILES	GPR151 ag	FBW7 activator	MITF inh	TEAD-YAP inh
NC(=O)COC(=O)/C=C/c1ccc(Cl)cc1	5.6*	0.0	3	3
CCOC(=O)c1cnc(-c2ccccc2)nc1N	-1.1	1.0	17	-60
Cc1ccc([N+](=O)[O-])cc1N/N=C/c1cc([N+](=O)[O-])ccc1O	0.9	0.1	-2	4
CN1CCC(N(C)Cc2ccc(-c3ccccc3[N+](=O)[O-])o2)CC1	1.8	-0.1	-8	-16
CCOC(=O)CC1=C(C(=O)OCC)C(c2ccncc2)C(C#N)=C(N)O1 (centres undefined)	-0.2	0.6	16	-1
CCNC(=O)C1Cc2ccccc2N1C(=O)Cc1cccc2ccccc12 (centres undefined)	0.0	0.1	9	4
Cc1nn(C)c(C)c1-c1ncc(C(=O)NCCCN2CCCC2=O)s1	-1.2	-0.1	1	-4
COc1ccc(C(=O)NNC(=O)COc2ccc(Cl)cc2)cc1OC	-0.5	1.0	12	5
CCCCNC(=O)c1ccccc1NC(=O)c1ccc(Br)cc1	0.5	0.1	-6	-4
CCCC1=C(C(=O)OCC)C(c2cc([N+](=O)[O-])ccc2OCC)NC(=S)N1 (centres undefined)	-2.7	0.0	13	11
O=C(O)c1cccc(N2C(=O)C3C4c5ccccc5C(c5ccccc54)C3C2=O)c1 (centres undefined)	1.3	0.4	14	5
CC(CN1CCC(n2nccc2NC(=O)Nc2cccc(F)c2)CC1)c1ccccc1 (centres undefined)	-2.3	0.2	7	3
O=C(CN(C(=O)CCC(=O)Nc1ccccn1)C1CCCC1)NCCc1ccccc1	0.7	0.0	9	2
CC(=O)N(c1ccc2oc(=O)sc2c1)S(=O)(=O)c1ccc(Br)cc1	3.2	0.0	8	27
COc1ccc(OC)c(-c2cc(Cl)c3c(c2)CC(CNC(=O)[C@@H]2CCC(=O)N2)O3)c1 (some centres undefined)	0.5	0.0	1	3
CCOc1cc(C2C(C(=O)OCCOC)=C(C)NC3=C2C(=O)CC(C)(C)C3)ccc1OC(C)=O (centres undefined)	0.6	0.1	13	6

Additional structures:
SMILES	GPR151 ag	FBW7 activator	MITF inh	TEAD-YAP inh
CCN1CCC(N[C@@H]2C[C@@H](C(=O)N(CC)CC)N(C/C=C/c3ccccc3)C2)CC1	-0.6	-0.1	9	2
COCC1CCN(Cc2c(C(=O)N(C)CCc3ccccc3)nc3c(C)cccn23)CC1	0.6	-0.1	-6	1
Cc1ccc(C(=O)N[C@H]2C[C@H]3C(=O)N[C@@H](CO)C(=O)N3C2)cc1	-0.8	0.1	6	-8
Cc1ccc(NC(=O)C2CC(=O)NC(=Nc3ccccc3)S2)cc1C (centres undefined)	-1.3	0.0	7	14
COc1cc(/C=c2\sc3nc(-c4ccco4)nn3c2=O)cc(OC)c1OC	1.2	0.0	-13	7
COc1ccc(CC(=O)N2CCC3(CC2)OCc2cc(Cl)ccc2O3)cc1OC	1.3	-0.3	1	61*
COCc1ccc(C(=O)NCc2c(C)ncc3c2CCN(Cc2nc4ccccc4[nH]2)C3)o1	0.6	-0.2	19	-6
Cc1ccc(NC(=O)Cn2c(C)c3cnn(-c4ccccc4)c(=O)c3c2C)c(C)c1	-0.5	0.0	-6	-2
CCN1C(=O)c2cccc3c(NC(=O)Nc4ccc(OC)cc4)ccc1c23	-1.1	0.1	1	-2
O=C(CN1C(=O)NC2(CCCc3ccccc32)C1=O)Nc1ccc2[nH]c(=O)[nH]c2c1 (centres undefined)	-0.1	0.2	-6	1
Nc1ccc2cc3c(nc2n1)CCN(Cc1ccc2ccccc2c1)C3	-1.6	0.1	9	-8
COc1cc(CN2C(=O)C(C)Oc3cccnc32)cc(OC)c1 (centres undefined)	0.5	0.1	-14	-5
CCc1cc(=O)oc2c(C)c(OC)ccc12	2.1	0.1	1	-24
O=c1cc(/C=C/c2ccc(O)cc2)nc2nn[nH]n12	-1.8	-0.7	57*	1
COC(=O)c1ccc(C(=O)Nc2cc(Cl)ccc2Cl)cc1N	2.1	0.1	3	-5
O=[N+]([O-])c1ccc(N2CCN(CC3CC=CCC3)CC2)cc1 (centres undefined)	0.6	-0.2	21	5
O=C(O)c1ccc(Br)c(N2C(=O)c3cc(Cl)c(Cl)cc3C2=O)c1	0.2	0.6	0	1
Cc1ccc(Cl)c(OCCOCCNC(C)C)c1	0.3	0.0	29	2
COc1ccc(Br)cc1/C=C1/SC(=S)N(CCS(=O)(=O)O)C1=O	1.6	0.0	5	2
Cc1cc(NC(=O)c2cnn(-c3ccccc3)c2-n2cccc2)no1	-0.4	0.3	13	-7
CC(NC(=O)c1cc2c(=O)n3ccccc3nc2n(C2CCCC2)c1=N)c1ccccc1 (centres undefined)	-0.2	0.0	0	-11
O=[N+]([O-])c1ccc(N2CCN(C3Cc4ccccc4C3)CC2)cc1	-1.0	0.5	16	22
COc1cc(C=O)cc(Br)c1OCC(N)=O	4.8	-0.2	-21	2
COCc1[nH]nc2c1C(c1ccccc1F)C(C#N)=C(N)O2 (centres undefined)	-0.6	0.0	2	8
COCCCNC(=O)CN(c1cccc(Cl)c1)S(=O)(=O)c1ccccc1	0.5	0.0	13	6
CC(C)OCCCNC(=O)c1cn(C)c2ccc(S(=O)(=O)N3CCCCC3)cc2c1=O	0.6	-0.1	6	2
Cc1ccc(C23CC4CC(CC(C(=O)NN(C)C)(C4)C2)C3)cc1	2.1	0.1	-4	9
CCCS(=O)(=O)Nc1ccc2c(c1)N(C(=O)COC)CCC2	-0.2	-0.2	-8	-3
Cc1ncc(CO)c(/C=N/NC(=O)c2cc3c(s2)CCCC3)c1O	-0.5	-0.8	29	40*
CS(=O)(=O)N(CC(=O)NC1CC1)c1ccc2c(c1)OCO2	1.7	0.5	-9	8
Cc1c(Cl)cccc1S(=O)(=O)N1CCN(Cc2ccsc2)CC1	1.1	0.3	0	-5
COc1ccc(C2=N/C(=C\c3ccc(Cl)c(Cl)c3)C(=O)O2)cc1	-1.6	0.1	-7	1
COc1ccc(N(CC(=O)N2CCC(C)CC2)S(C)(=O)=O)cc1	-1.6	0.3	5	-8
c1ccc(COc2ccc(OCCCCn3ccnc3)cc2)cc1	-1.1	-0.5	60*	-4
COc1ccc(N2CCN(C(=O)CCN3C(=O)C4C5C=CC(CC5)C4C3=O)CC2)cc1 (centres undefined)	-0.8	-0.1	1	6
COc1ccc(NC(=O)CSc2nc3ccccc3c3nc(-c4ccc([N+](=O)[O-])cc4)nn23)c(OC)c1	0.5	0.1	6	1
COC(=O)c1ccc(N2C(=O)c3ccc(OC)c(OC)c3C2=O)cc1	1.9	0.1	-3	-2
COc1cccc(NC(=O)c2cccc(-n3cc(NC(=O)Nc4ccccc4Cl)cn3)c2)c1	-1.0	-0.1	-2	-5
Nc1ccc2nc(SCc3ccccc3Cl)sc2c1	-0.4	0.1	10	-41
CCN1CCN(C(=O)c2ccc(CS(=O)c3ccc(C)cc3)o2)CC1 (centres undefined)	1.1	-0.2	-2	-7
O=C(Cc1cn(-c2ccc(N3CCC(N4CCOCC4)CC3)nn2)c2ccccc12)NCc1nc2ccccc2[nH]1	-0.8	0.0	18	-1

By substructure: the entries above with a cyano group
SMILES	GPR151 ag	FBW7 activator	MITF inh	TEAD-YAP inh
N#Cc1c(-c2ccccc2)cc(-c2ccccc2)nc1SCCS(=O)(=O)c1nc2ccccc2s1	0.0	0.0	-14	4
Cc1cc(OC/C(O)=C(\C#N)C(=O)NCc2ccccc2)ccc1Cl	-0.4	-0.1	-9	0
CCOC(=O)CC1=C(C(=O)OCC)C(c2ccncc2)C(C#N)=C(N)O1 (centres undefined)	-0.2	0.6	16	-1
COCc1[nH]nc2c1C(c1ccccc1F)C(C#N)=C(N)O2 (centres undefined)	-0.6	0.0	2	8

Screening data from PubChem.
